RAM inhibit: inhibitors of the yeast RAM network; S. cerevisiae dse1pr::URA3 reporter, 5-FOA growth OD615, 2 d; analog-sensitive cbk1-as2 kinase mutant strain; inhibition, % at 50 µM; hit rate 1.8% among 190,000;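 active = inhibition above a set limit, 3 SD over mean compound inhibition, cut at about 8.4% in these data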;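 note: 0% = DMSO-only wells with no growth and 100% = 10 µM 1-NA-PP1 full growth; inhibition rescues growth on 5-FOA so higher OD means more RAM inhibition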
PPARg SRC-2 ag: agonists of SRC-2 recruitment by human PPARgamma. P37231. PPARgamma LBD-SRC-2 recruitment, biochemical. activation, % at 8 µM. hit rate 0.34% among 200,000. AID 1032; in the data active = activation above about 22%;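 note: 0% = vehicle and 100% = reference agonist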
Target sequence (P37231 whole entry, looked up, the tested form may be a part): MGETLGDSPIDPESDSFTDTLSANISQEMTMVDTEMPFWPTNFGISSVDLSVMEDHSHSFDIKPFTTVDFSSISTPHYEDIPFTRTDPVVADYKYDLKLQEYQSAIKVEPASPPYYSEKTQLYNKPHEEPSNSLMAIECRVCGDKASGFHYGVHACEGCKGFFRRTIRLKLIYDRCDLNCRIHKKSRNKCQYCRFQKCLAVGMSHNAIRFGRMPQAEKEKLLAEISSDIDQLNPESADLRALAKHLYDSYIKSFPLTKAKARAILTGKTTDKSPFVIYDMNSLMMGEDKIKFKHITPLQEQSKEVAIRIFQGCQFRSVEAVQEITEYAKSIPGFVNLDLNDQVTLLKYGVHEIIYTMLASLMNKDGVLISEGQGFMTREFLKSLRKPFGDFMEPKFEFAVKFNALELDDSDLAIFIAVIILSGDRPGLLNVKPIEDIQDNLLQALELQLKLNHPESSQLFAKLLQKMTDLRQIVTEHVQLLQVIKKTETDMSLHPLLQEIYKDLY
STAT3 blocker: STAT3 signaling inhibition | U3A cells, IL-6 STAT3-luciferase reporter, luminescence; host cell line lacks STAT1 | hit rate 0.89% among 190,000 | inhibition, % at 5.5 µM;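 active = inhibition above the mean inhibition across all screened compounds plus 3 SD, cut at about 44% in these data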;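 note: 0% = DMSO only wells and 100% = 100 µM nifuroxazide control wells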
SRC2 TRFRET art: flags TR-FRET format artefacts in PPARgamma SRC-2 recruitment agonist screen | TR-FRET ratio at 8 µM | AID 1049 | hit rate 0.4% among 200,000 | TR-FRET artefact counter-screen; hits give high values; in the data active = TR-FRET ratio above about 2000; note: inactives centre near 1500
ROMK primary: modulators of human ROMK potassium channel; P48048; Tet-inducible ROMK, thallium flux fluorescence; actives lie on both sides; B-score at 10 µM; hit rate 2% among 130,000; AID 1918;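 active = signal ratio slope over the read window, or its plate-corrected B-score, at least 3 SD from the plate mean, either direction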;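 note: B-score of the F/F0 ratio slope over 7 to 12 s after thallium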
Target sequence (P48048 whole entry, looked up): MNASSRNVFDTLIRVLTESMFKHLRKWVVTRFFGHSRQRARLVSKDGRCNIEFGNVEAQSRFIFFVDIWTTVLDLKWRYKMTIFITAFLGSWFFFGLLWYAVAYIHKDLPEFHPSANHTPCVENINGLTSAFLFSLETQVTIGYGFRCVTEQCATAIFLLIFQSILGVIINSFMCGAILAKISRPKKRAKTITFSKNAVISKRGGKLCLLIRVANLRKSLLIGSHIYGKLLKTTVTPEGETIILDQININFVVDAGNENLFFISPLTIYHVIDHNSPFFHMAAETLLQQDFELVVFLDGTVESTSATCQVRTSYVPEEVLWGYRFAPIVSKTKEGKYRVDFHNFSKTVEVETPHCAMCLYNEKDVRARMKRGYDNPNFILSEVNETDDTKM
STAT1 blocker: STAT1 signaling inhibition. inhibition, % at 5.5 µM. NIH 3T3 STAT1-luciferase reporter, IFN-gamma, luminescence. AID 920. hit rate 0.35% among 200,000;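 active = inhibition above a set limit, the mean inhibition across all tested compounds plus 3 SD, cut at about 34% in these data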;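 note: 0% = IFN-gamma with DMSO and 100% = IFN-gamma with 300 µM nifuroxazide; values of inactives mirror those of a sister screen read the other way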
PPARg SRC-1 ag: promotes SRC-1 coactivator recruitment by human PPARgamma; hit rate 0.41% among 200,000; AID 631; PPARgamma-SRC-1 coactivator recruitment biochemical assay; activation, % at 8 µM; in the data active = activation above about 19%;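 note: 0% = DMSO and 100% = reference agonist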
S1P3 antagonist: S1P3 (human) receptor antagonism. inhibition, % at 4.98 µM. AID 485. hit rate 0.27% among 170,000. CHO S1P3 NFAT-BLA reporter, FRET fluorescence, antagonist mode. Q99500;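 active = inhibition above the plate cutoff, the mean inhibition of test wells on that plate plus 3 SD, cut at about 28% in these data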;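 note: cells challenged with S1P at its EC80 of 0.8 µM; blue over green emission ratio from cleaved BLA substrate after 4 h stimulation; 0% = S1P-stimulated wells and 100% = unstimulated DMSO-only wells; some compounds past the cut are filed as inactive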
TLR4-MyD88 BLA: blocks binding of human TLR4 to MyD88; O00206+Q99836; HeLa CL3-4 TLR4/MyD88 BLA complementation, FRET ratio; inhibition, % at 8.4 µM; hit rate 0.18% among 200,000; in the data active = inhibition above about 25%;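 note: 0% = vehicle and 100% = reference inhibitor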
STAT3 act: increases IL-6 driven STAT3 reporter signal | U3A cells, IL-6 STAT3-luciferase reporter, luminescence; 100% = signal with IL-6 EC80 alone | activation (% of control), % at 5.6 µM | hit rate 0.91% among 190,000;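 active = activation above the screen-wide mean of compound activation plus 3 SD, cut at about 130% in these data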;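 note: 0% = background luminescence of wells with medium and substrate only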
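System – human U3A cells carrying STAT3-luciferase construct · Probe or stimulus – Interleukin-6, 33 ng/mL · Schedule – compound 1 h, then IL-6 6 h at 37 °C · Signal – luminescence from STAT3-driven luciferase reporter · Evaluation – percent of IL-6-only median luminescence · Benchmarks – IL-6-only high control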
PPARg SRC3 recr: agonists of human PPARgamma SRC-3 coactivator recruitment; hit rate 0.26% among 200,000; activation, % at 8 µM; P37231; biochemical PPARgamma/SRC-3 coactivator recruitment assay; AID 731; in the data active = activation above about 23%;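 note: 0% = DMSO and 100% = reference agonist; some compounds past the cut are filed as inactive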
Active calls of the source: *; . = no result given.

SMILES	RAM inhibit	PPARg SRC-2 ag	STAT3 blocker	SRC2 TRFRET art	ROMK primary	STAT1 blocker	PPARg SRC-1 ag	S1P3 antagonist	TLR4-MyD88 BLA	STAT3 act	PPARg SRC3 recr
O=c1nc(-c2ccccc2)n(-c2ccccc2)[nH]1	0.1	-3	-11	1626	0.31	5	3	-5	10	107	1
COCCNC(=O)CSc1nnc(-c2ccc(C)cc2)c(-c2ccc(C)cc2)n1	0.3	-12	-3	1520	0.14	-3	1	2	3	107	-1
CSc1cccc(NC(=S)N(CCN(C)C)C(C)c2ccccn2)c1 (configuration not stated)	-0.1	-2	8	1456	-0.072	10	-2	17	13	100	-3
CCn1c(C)cc(C)c(C#N)c1=O	1.5	-3	2	1472	0.97	-6	8	-22	-11	101	4
COCCNCc1ccc(Cl)cc1Cl	0.3	5	-1	1432	0.035	-1	-1	-30	-2	102	3
O=C(NC1CCCC1)C1CCN(C(=O)NCc2ccccc2)CC1	1.5	2	12	1584	0.24	-1	1	-3	-19	97	0
COc1ccccc1NC(=S)c1ccccc1	-0.8	-9	-1	1502	-0.0031	-10	-1	-2	8	101	1
O=C(c1cc2ccccc2o1)n1nnc2ccccc21	2.7	-1	-17	1605	-0.23	-14	10	-26	7	116	8
O=C(CN1CCN(S(=O)(=O)c2ccccc2)CC1)Nc1ccc(N2CCOCC2)cc1	0.9	-12	6	1573	.	2	-1	2	7	95	-5
CC(C)OC(=O)CC1C(=O)NCCN1C(=S)NC(=O)c1ccc(F)cc1 (configuration not stated)	2.9	3	20	1569	-0.2	2	12	-22	-6	92	2
Cc1cc2c(c(=O)o1)C1(C(=O)N(C)c3ccccc31)C(C#N)=C(N)O2 (configuration not stated)	2.2	8	6	1623	0.5	-1	5	.	16	98	11
Cc1ccccc1-c1nc(CS(=O)(=O)CC(=O)NCCN2CCOCC2)c(C)o1	-0.2	-6	-7	1662	.	-6	5	-16	-16	105	10
CCOc1ccc(N2C(=O)CS/C2=C(\C(Cl)=C(Cl)Cl)[N+](=O)[O-])cc1	0.6	7	6	1370	0.65	8	-3	.	11	99	0
Cc1cc(C)nc(-n2nc(C)cc2NC(=O)C(C)C)n1	1.1	2	-1	1563	0.79	0	10	3	4	103	0
CCn1c(-c2cccn(Cc3ccccc3)c2=O)n[nH]c1=S	3.0	4	6	1939	0.71	2	4	-19	4	99	10
CCc1ccc(NC(=O)CC2C(=O)N(c3cccc(C)c3)C(=O)N2C2CC2)cc1 (configuration not stated)	-1.0	2	-3	1383	1.2	4	-4	-10	1	104	3
O=C(NN1C(=O)C2C3C=CC(C3)C2C1=O)c1ccccc1 (configuration not stated)	3.1	2	-8	1516	0.00012	-4	-6	-7	3	109	-3
Cc1ccc(SCc2[nH]nc3c2C(c2cccnc2)C(C#N)=C(N)O3)cc1 (configuration not stated)	0.3	-4	16	1342	.	5	5	-34	-9	94	5
COC(=O)c1sccc1NC(=S)Nc1cc(OC)ccc1OC	1.9	2	5	1760	0.23	3	12	4	-7	104	2
NS(=O)(=O)c1ccc(CCNC(=O)NC23CC4CC(CC(C4)C2)C3)cc1	2.5	1	7	1668	1.6	-3	11	-8	2	98	1
Cc1sc2nc(SCc3nnc(-c4cccs4)o3)n(C3CCCC3)c(=O)c2c1C	2.1	-2	1	1510	0.27	3	5	-4	-1	102	2
COc1cc(OC)cc(-c2nnc(SCC(=O)Nc3cccc(C(=O)O)c3)s2)c1	2.3	10	10	1698	0.14	0	2	-10	-10	96	12
CCN(CC)c1ccc(N2C(=O)/C(=C\c3cccnc3)SC2=S)cc1	3.5	5	11	1517	0.76	3	3	.	2	97	2
Cc1ccccc1C(=O)c1c[nH]c(C(=O)NCCCn2ccnc2)c1	1.1	-4	0	1409	.	-9	1	.	5	105	-13
CCCCNC(=O)NNC(=O)COc1cccc(C)c1C	1.6	3	-3	1496	-0.01	7	6	-3	-6	105	0
CC[C@@H](C(=O)n1nc(C)cc1C)[C@H](NS(=O)(=O)c1ccc(C)cc1)c1ccccc1	10.0*	8	-6	1498	0.84	13	-1	.	-6	106	-2
O=C(O)C1CC(=O)N(c2ccc(Br)cc2)C1 (configuration not stated)	0.1	0	-1	1795	.	-1	-1	-45	3	104	-1
COCCCn1c(SCc2nnc(-c3ccccc3)o2)nc2sc3c(c2c1=O)CCC3	7.2	-2	6	1614	.	0	10	.	4	104	2
COc1ccc(C2C(=O)N(C3CCCCC3)CC(=O)N2CCc2ccccc2)cc1OC (configuration not stated)	1.9	0	10	1665	.	-3	0	.	2	96	0
Cc1ccc(-n2nnnc2SCn2nnc3ccccc3c2=O)cc1	2.1	7	-5	1573	0.033	-7	3	.	-6	108	6
Cc1cc2cc(CNC(=O)c3cccc([N+](=O)[O-])c3)ccc2[nH]1	2.8	2	-1	1370	0.57	7	3	-7	-1	101	-3
COCCn1nnnc1C(c1cccs1)N1CCN(c2ccccc2)CC1 (configuration not stated)	2.1	10	2	1646	.	-2	3	3	6	103	0
CC(C)(C)NC(=O)C(c1ccncc1)N(CC1CCCO1)C(=O)Cn1nnc(-c2ccc(F)cc2)n1 (configuration not stated)	-0.7	-7	-9	1492	-0.4	3	-12	-8	-1	110	-7
Cc1ccn2cc(CCNC(=O)CC(C)(C)C)nc2c1	1.9	-6	-4	1503	.	-6	-9	-3	4	107	-10
CCCCOc1ccc(C(=O)NCc2ccncc2)cc1	-0.1	5	21	1548	0.34	6	1	.	4	82	6
CCCc1nc2oc3c(OC)ncnc3c2c2c1COC(C)(C)C2	-0.1	0	0	1482	-0.037	4	0	.	7	101	2
CC(=O)OC(C(=O)NCS(=O)(=O)c1ccc(C)cc1)c1cccnc1 (configuration not stated)	1.6	-7	2	1336	0.37	-1	3	15	10	102	2
O=C(/C(=C/O)N=Nc1ccccc1)c1ccco1	-1.0	2	7	1617	1.4	1	4	-5	-17	96	4
O=C(Nc1cccc(C(F)(F)F)c1)c1ccc(Cn2cc(Br)cn2)o1	3.2	5	8	1593	.	-8	-9	.	1	97	4
COc1cccc(-n2ccnc2SCC(=O)Nc2cc(OC)ccc2OC)c1	0.6	6	8	1465	-1.1	16	-1	-23	-21	97	1
O=C(Nc1ccc(-c2nc3cccnc3s2)cc1)c1ccc(Br)o1	1.8	0	17	1822	.	-35	4	4	-6	90	14
CCOc1nc(CC)nc(NC(=O)NS(=O)(=O)c2ccccc2Cl)n1	0.2	2	7	1539	-0.64	1	4	-7	-4	100	8
CCn1c(O)c(N=NC(=O)c2ccc(CSc3nncn3C)cc2)c2ccccc21	-0.1	-4	-4	1629	-3.4*	0	-2	0	-5	102	1
O=C(CN1CCN(S(=O)(=O)c2ccc3ccccc3c2)CC1)N1CCc2ccccc2C1	0.2	7	15	1682	.	6	14	.	2	90	9
Cc1noc(C)c1COC(=O)CCCOc1ccc(Cl)cc1Cl	0.7	4	9	1615	.	-1	2	-15	-6	100	7
CCN1CCN(C(=O)c2cc(COc3ccc4ncccc4c3)on2)CC1	0.7	4	45*	1798	-1.4	22	2	3	-2	65	5
COc1ccc(-c2csc(N3C(=O)C4C5c6ccccc6C(c6ccccc65)[C@@H]4C3=O)n2)cc1 (some centres not stated)	2.2	3	-3	1697	-0.0083	-2	3	-6	-6	103	3
Cc1ccc2cc(CCNC(=O)c3ccc(Br)o3)c(=O)[nH]c2c1	0.4	-5	5	1607	.	-3	-1	-14	2	99	4
COc1ccc(-n2c(C)csc2=S)cc1	-0.9	13	-8	1715	0.0082	-6	1	.	10	110	-3
COC(=O)c1c(N2C(=O)Nc3ccccc3N2O)sc2c1CCCC2	-0.1	6	2	1548	1.3	7	-4	-1	-2	96	-2
CN1CCN(CC(=O)Nc2cc(N(C)C)nc3ccccc23)CC1	-0.3	2	5	1697	0.027	-5	6	2	13	100	3
CNc1ccc(Cl)nn1	-1.0	-6	0	1473	.	-9	4	-18	0	105	2
CCOc1ccccc1NC(=O)CSc1ccccc1	0.7	11	24	1635	.	-2	10	.	-4	81	11
c1ccc(CC2CCN(c3nc(N4CCOCC4)nc(N4CCOCC4)n3)CC2)cc1	.	11	3	1797	0.076	0	5	23	-8	100	17
CCOc1ccc(NC(=O)C2CC(=O)NC(N3CCc4ccccc43)=N2)cc1 (configuration not stated)	3.0	-3	18	1702	.	2	13	-29	-1	86	7
CC(Oc1cccc(Cl)c1)C(=O)Nc1ccncc1 (configuration not stated)	0.2	-2	22	1410	-0.32	4	-2	-23	0	84	-1
COc1cccc(C(=O)CSc2nnc(CNS(=O)(=O)c3ccc(C)cc3)n2C)c1	1.7	-6	8	1516	-0.36	-4	-1	-14	-13	101	-4
CCOc1cc(CN2CCN(C(=O)CC(C)C)CC2)ccc1OC	-0.1	6	3	1581	.	0	-1	-9	-3	102	10
O=c1c2sccc2nc(SCc2cc(=O)n3ccccc3n2)n1-c1ccc(Br)cc1	4.7	2	15	1571	0.073	3	3	2	-17	90	4
CC(C)CC(=O)Nc1ccc(C(=O)COc2ccc(-c3nnco3)cc2)cc1	0.2	-1	7	1549	1.1	-3	6	.	5	98	-3

Going on with the list:
SMILES	RAM inhibit	PPARg SRC-2 ag	STAT3 blocker	SRC2 TRFRET art	ROMK primary	STAT1 blocker	PPARg SRC-1 ag	S1P3 antagonist	TLR4-MyD88 BLA	STAT3 act	PPARg SRC3 recr
CCOC(=O)CSC1=N/C(=C/c2ccc(-n3cncn3)cc2)C(=O)N1C(C)=O	2.2	0	-15	1571	-0.46	-12	10	0	-14	118	2
c1ccc(CCNc2c3c(nc4ncnn24)CCC3)cc1	0.7	-3	25	1494	0.12	2	6	-47	0	80	-4
Cc1ccc(CN(CC(=O)NC2CCCC2)C(=O)CSc2nnc(COc3ccccc3)o2)cc1	8.7*	-1	4	1465	.	10	-3	.	-7	100	2
Cc1nc(NC(=O)c2ccccc2)sc1-c1csc(NCCc2ccccc2)n1	3.5	0	16	1618	.	1	-1	.	5	89	5
O=S(=O)(Nc1ccc2c(c1)OCO2)c1ccc(Br)s1	3.1	5	4	1537	.	-2	4	-13	-30	100	-1
CC1CC(C)(C)NC(=S)N1CCC(=O)NCc1ccc(Cl)cc1 (configuration not stated)	0.1	7	1	1617	-0.94	1	4	-8	-7	100	6
Cc1cccn2c(=O)c3cc(C(=O)NCC4CCCO4)c(=N)n(Cc4cccnc4)c3nc12 (configuration not stated)	0.6	4	-9	1761	0.68	9	17	-11	-7	112	2
O=C(NCc1n[nH]c(=S)n1Cc1ccccc1)c1ccc(Cl)cc1Cl	4.1	6	2	1484	0.048	1	2	6	-9	100	3

Full records from above. Values in the order: RAM inhibit | PPARg SRC-2 ag | STAT3 blocker | SRC2 TRFRET art | ROMK primary | STAT1 blocker | PPARg SRC-1 ag | S1P3 antagonist | TLR4-MyD88 BLA | STAT3 act | PPARg SRC3 recr
Shown for COC(=O)c1c(N2C(=O)Nc3ccccc3N2O)sc2c1CCCC2 : -0.1 | 6 | 2 | 1548 | 1.3 | 7 | -4 | -1 | -2 | 96 | -2
Shown for COCCn1nnnc1C(c1cccs1)N1CCN(c2ccccc2)CC1 (configuration not stated) : 2.1 | 10 | 2 | 1646 | . | -2 | 3 | 3 | 6 | 103 | 0

Compound activity: PubChem BioAssay, several laboratories
